Screens as filed in PubChem BioAssay.
14-3-3g Raf = modulators of human 14-3-3 gamma - Raf peptide interaction | FP, 14-3-3gamma / TMR-pS259-Raf peptide binding | inhibition, % at 40 µM | hit rate 0.19% among 160,000 | AID 422; in the data active = inhibition above about 30%;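 also: 0% = protein plus tracer without compound and 100% = blank with tracer alone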
Target sequence (P61981 whole entry, looked up): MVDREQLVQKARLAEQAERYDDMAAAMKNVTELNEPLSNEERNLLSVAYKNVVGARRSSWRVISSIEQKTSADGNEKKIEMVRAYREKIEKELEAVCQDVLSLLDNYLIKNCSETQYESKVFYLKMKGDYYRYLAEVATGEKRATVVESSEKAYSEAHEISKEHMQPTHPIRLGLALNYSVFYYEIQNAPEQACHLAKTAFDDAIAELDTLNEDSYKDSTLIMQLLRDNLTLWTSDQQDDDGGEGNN
* = called active by the depositor; & = joins results of further samples.

SMILES | 14-3-3g Raf
O=C(CSc1nc2ccccc2[nH]1)N1CCCCC1 | 6.8
COC(=O)C1=C(C)NC(=O)NC1c1ccc(Cl)cc1 (configuration not stated) | -1.6
Cc1ccc(N(Cc2ccco2)C(=O)c2cccc(S(=O)(=O)N(C)C)c2)cc1 | 2.5
CC1=C(C(=O)OC2CCCCCC2)C(c2ccc3c(c2)OCO3)C2=C(CC(C)(C)CC2=O)N1 (configuration not stated) | 2.4
O=C(NCC1CCCO1)c1ccc(CNS(=O)(=O)c2ccc(Br)cc2)cc1 (configuration not stated) | -2.9
COc1cc(C(=O)NCc2cn3cccc(C)c3n2)cc(OC)c1OC | -4.6
Cc1c(CCC(=O)O)c(=O)oc2cc3occ(-c4ccc(F)cc4)c3cc12 | 0.6
O=C(CCn1c(=S)[nH]c2ccccc2c1=O)N1CCc2ccccc21 | -3.2
COc1ccc(OC)c(NC(=O)C2=C(C)NC(=S)NC2c2cccc(Cl)c2)c1 (configuration not stated) | -7.6
COc1ccc(CN2c3cccc[n+]3CC2(O)c2ccc(Cl)cc2)cc1 (configuration not stated) | 2.3
COc1ccc(NC(=O)c2nn3c(c2Br)NC(c2cccs2)CC3C(F)(F)F)c(OC)c1 (configuration not stated) | 5.5
O=C(Cn1c(=O)sc2ccccc21)Nc1ccc2c3c(cccc13)CC2 | -7.8
Nc1cc(OC(=O)c2cccs2)nn1S(=O)(=O)c1ccccc1 | -9.2&-4.7
C=CCn1c(SCC(N)=O)nnc1-c1ccc2[nH]c(C)c(C)c2c1 | 1.3
CC(C)(C)c1ccc(OCC(=O)Nc2ccc(O)c(-c3nc4ccccc4o3)c2)cc1 | -28.7
O=S(=O)(Cc1ccccc1)Nc1ccc(S(=O)(=O)NCC2CCCO2)cc1 (configuration not stated) | -9.0
COc1ccc(NC(=O)CSc2nc3c(c(=O)n2-c2ccccc2OC)SCC3)cc1 | -3.2
COc1ccc(CNC(=O)CCc2nc(-c3ccccc3F)no2)cc1 | -8.3
COc1cccc(N2CCN(C(=O)Cn3c4ccccc4c(=O)c4cc(C)ccc43)CC2)c1 | 7.1
CCOC(=O)c1cc2c(=O)n3ccccc3nc2n(CC(C)C)c1=NC(=O)c1cccnc1 | -10.3

An excerpt from above in order of the 14-3-3g Raf value, low to high:
SMILES | 14-3-3g Raf
CCOC(=O)c1cc2c(=O)n3ccccc3nc2n(CC(C)C)c1=NC(=O)c1cccnc1 | -10.3
C=CCn1c(SCC(N)=O)nnc1-c1ccc2[nH]c(C)c(C)c2c1 | 1.3
COc1ccc(NC(=O)c2nn3c(c2Br)NC(c2cccs2)CC3C(F)(F)F)c(OC)c1 (configuration not stated) | 5.5

Other structures
SMILES | 14-3-3g Raf
COc1ccc(C(=O)CN2C(=O)C(C)(C)Oc3ccc(C(=O)N4CCCCCC4)cc32)cc1 | 6.2
O=C(Oc1ccccc1)Oc1c(Br)cc2oc(=O)sc2c1[N+](=O)[O-] | -3.0
CNC(=O)c1cc2c(cn1)[nH]c1ccccc12 | -9.6
CCCn1c(=S)[nH]c2cc(C(=O)N3CCN(c4cccc(Cl)c4)CC3)ccc2c1=O | -11.3
COc1ccccc1NC(=O)c1ccc([N+](=O)[O-])cc1Cl | -2.1
COc1ccccc1-c1nnc(SCC(=O)N2CC(C)CC(C)C2)o1 (configuration not stated) | -5.5
NC(=O)CC1Nc2ccccc2NC1=O (configuration not stated) | -1.9
CC(C(=O)O)C1Sc2ccccc2N(Cc2ccc(F)cc2)C1=O (configuration not stated) | -4.4
COc1ccc(-n2nc3cc(C)c(NC(=O)COc4cccc(C)c4)cc3n2)cc1 | -9.7
CCOc1ccccc1N1CCN(S(=O)(=O)c2ccc(OC)c(OC)c2)CC1 | 2.6

A draw from above in order of molar mass, descending:
SMILES | 14-3-3g Raf
CCCn1c(=S)[nH]c2cc(C(=O)N3CCN(c4cccc(Cl)c4)CC3)ccc2c1=O | -11.3
O=C(Oc1ccccc1)Oc1c(Br)cc2oc(=O)sc2c1[N+](=O)[O-] | -3.0
CCOc1ccccc1N1CCN(S(=O)(=O)c2ccc(OC)c(OC)c2)CC1 | 2.6
COc1ccc(-n2nc3cc(C)c(NC(=O)COc4cccc(C)c4)cc3n2)cc1 | -9.7
COc1ccccc1-c1nnc(SCC(=O)N2CC(C)CC(C)C2)o1 (configuration not stated) | -5.5
COc1ccccc1NC(=O)c1ccc([N+](=O)[O-])cc1Cl | -2.1
CNC(=O)c1cc2c(cn1)[nH]c1ccccc12 | -9.6

(cont.)
SMILES | 14-3-3g Raf
Cc1nc(N2CCN(C)CC2)c2c(C)c(C(=O)NCC3CCCO3)sc2n1 (configuration not stated) | -0.9
O=C1CN(C(=O)CC2CCCCC2)C(c2ccccc2)c2cc(Cl)ccc2N1 (configuration not stated) | -2.7
O=C(c1ccccc1Oc1ccccc1)N1CCN(c2ccccc2)CC1 | -3.8
CCOC(=O)c1cc(NC(=O)c2cnccn2)cc(C(=O)OCC)c1 | -15.6
Cc1c(C(=O)NCc2ccc(F)cc2)sc2ncn(Cc3ccccc3F)c(=O)c12 | 1.4
CCOc1ccc(N(CC(=O)Nc2cccc(OC)c2)S(=O)(=O)c2c(C)noc2C)cc1 | -4.5
CCC(C)(C(=O)NC1CCCC1)N(C(=O)c1ccc2c(c1)OCO2)c1c(C)n(C)n(-c2ccccc2)c1=O (configuration not stated) | -6.1
COCCN1C2=C(C(=O)CC(C)(C)C2)C(c2cc(Br)c(O)c(OC)c2)C2=C1CC(C)(C)CC2=O | -10.9
O=C1CC(N2CCN(C/C=C/c3ccccc3)CC2)C(=O)N1Cc1cccs1 (configuration not stated) | 4.3
CCN(C(=O)c1cc(Cl)ccc1OC)c1ccccc1 | -1.7
O=C1CCCN2N=C(SCc3ccc(C(F)(F)F)cc3)SC2=N1 | -21.8
CC1CCCCC1NC(=O)CSc1nnc(COc2ccccc2Cl)o1 (configuration not stated) | -2.6
COc1ccc(N2CCN(CCCNC(=O)CN3CCN(Cc4ccccc4C)C3=O)CC2)cc1 | -9.9
CN(CC(=O)Nc1nccs1)S(=O)(=O)c1ccc2c(c1)CCC(=O)N2 | -13.4
COc1ccc(Oc2coc3cc(OC(=O)c4ccccc4Cl)ccc3c2=O)cc1 | -69.0
COc1ccccc1C(OC(=O)c1ccco1)C(=O)NC(C)(C)C (configuration not stated) | 6.9
CN(C)c1nc(NS(=O)(=O)c2ccc(Cl)cc2)nc(N(C)C)n1 | 6.6
O=[N+]([O-])c1ccc(NCC(O)CNc2ccc([N+](=O)[O-])cc2Cl)c(Cl)c1 | -19.6
COC(=O)Cc1nc(N2CCCCCC2)c2c(C)c(C)sc2n1 | -6.4
COCCOC(=O)C1=C(C)NC(=O)NC1c1ccc(OC(F)F)c(OC)c1 (configuration not stated) | -5.2
Cc1ccc2cc(CN(CCO)Cc3nnnn3Cc3ccc(F)cc3)c(=O)[nH]c2c1 | -3.2
COc1ccc(OC)c2[nH]c(=O)c(CCNS(=O)(=O)c3c(C)cc(C)cc3C)cc12 | 10.6
Cc1ccc(-c2nc3cc(Cl)ccc3o2)cc1NC(=O)c1ccc([N+](=O)[O-])cc1 | -191.2
CCC1CCc2nc3sc(C(=O)c4ccc(OC)c(OC)c4)c(N)c3cc2C1 (configuration not stated) | -6.7
COc1ccc(C2CC(C(F)(F)F)n3ncc(C(=O)Nc4cccc(O)c4)c3N2)cc1OC (configuration not stated) | 1.4&5.7
Cc1cccc(NC(=O)CSc2nnc3c4ccccc4n(C)c3n2)c1 | -19.9
CN(CC(=O)Nc1cccnc1)S(=O)(=O)c1cc(Cl)ccc1Cl | 6.2
CCCN1C(=O)C2C(C(=O)Nc3ccc(C)c(C)c3)C3C=CC2(O3)C1C(=O)NC1CCCC(C)C1C (configuration not stated) | -2.3
COc1cccc(/C=N/n2c(-c3ccco3)nc3ccccc3c2=O)c1 | 2.0
CC(=O)N(Cc1cccnc1)Cc1cc2ccc(C)cc2[nH]c1=O | -4.8
CC(c1ccccc1)C1CC(=O)N(c2ccc(F)cc2)C1=O (configuration not stated) | -0.2
O=[n+]1cc(-c2ccc(Cl)cc2)n([O-])c2c1CCC2 | 7.8
O=C(c1ccco1)N1CCN(CC(O)Cn2c3ccc(Br)cc3c3cc(Br)ccc32)CC1 (configuration not stated) | -1.1
Cc1ccc(NC(=O)c2c(C)nc3sc(C(=O)NCC4CCCO4)c(N)c3c2-c2ccc(Cl)cc2)c(C)c1 (configuration not stated) | -41.7
COc1ccc(C(=O)Nc2nn[nH]n2)cc1 | -10.6
Fc1nc(N2CCCC2)c(F)c(Oc2ccc(Br)cc2)c1F | -3.0
CCOC(=O)c1cccc(NC(=O)CCN2C(=O)C3C4C=CC(C4)C3C2=O)c1 (configuration not stated) | -5.7
COc1ccc(NC(=O)Nc2nnc(N3CCC(C)CC3)s2)cc1OC | -0.9
CC(Nc1n[nH]c(=O)[nH]c1=O)C(=O)OCc1ccccc1 (configuration not stated) | 0.1
CC12C(=O)N(c3cc(Cl)ccc3O)C(=O)C1C1C=CC2C1 (configuration not stated) | -23.6
CCOC(=O)CCNC(=O)Nc1ccc2nc(C)n(Cc3cccc(Cl)c3)c(=O)c2c1 | -6.7
Cc1cccc(-n2cnc3cc(C(=O)N4CCCCC4)ccc32)c1 | -9.8
CCCOc1ccc(C2C(=O)N(C3CCC(C)CC3)CC(=O)N2Cc2ccco2)cc1OC (configuration not stated) | -5.2
CC1CCc2c(nc3ncnn3c2N2CCN(c3ccccc3)CC2)C1 (configuration not stated) | -6.0
CCC(CC)C(=O)Nc1c2c(nn1-c1ccc(Oc3ccccc3)cc1)CSC2 | 4.2
O=C1C(Cc2c[nH]c3ccccc23)N=C2c3ccccc3N=C(SCc3ccc(Cl)cc3)N12 (configuration not stated) | -45.4
CC(OC(=O)c1cc(=O)[nH]c2ccccc12)c1ccccc1 (configuration not stated) | 3.0
O=C(CC1CCS(=O)(=O)C1)Oc1ccccc1 (configuration not stated) | 10.9
Cc1ccc(C2CC(c3ccccc3)n3ncnc3N2)cc1 (configuration not stated) | -0.3
NS(=O)(=O)c1ccc(CNC2CC(=O)N(c3ccccc3F)C2=O)cc1 (configuration not stated) | -3.4

Carrying on:
SMILES | 14-3-3g Raf
O=C(Nc1cccc(-c2nc3ccccc3c(=O)o2)c1)c1ccc([N+](=O)[O-])cc1 | -0.3
CCOC(=O)c1c(NC(=O)CSc2nnc3sc4ccccc4n23)sc2c1CCCCC2 | -4.7
CCOc1ccc(Nc2cc(C(=O)NC(C)c3ccc4c(c3)OCCO4)c3ccccc3n2)cc1 (configuration not stated) | -4.2
O=C(NCc1ccc(F)cc1)c1ccc2c(=O)n(CCCN3CCCC3=O)c(=S)[nH]c2c1 | -6.2
CCOC(=O)Cc1csc(NC(=O)c2c(O)c3ccccc3n(C)c2=O)n1 | 2.6&-0.4
NC(=O)Cn1cnc2sc3c(c2c1=O)CCCC3 | -6.7
O=C1C(Nc2ccc(I)cc2)=C(N2CCCC2)C(=O)c2ccccc21 | -2.1
O=S(=O)(c1ccc(NCC2CCCCC2)nc1)N1CCOCC1 | -8.3
c1cncc(Nc2nc(-c3cccnc3)cs2)c1 | -14.2
Cc1cccc(NC(=O)CCCCCN2C(=O)c3ccccc3C2=O)c1 | -11.4
O=C(CSc1ncnc2c1oc1ccccc12)Nc1ccccc1C(F)(F)F | -3.9
CCC1=C(OC(=O)c2ccccc2)C(C)(C)C(c2ccccc2)OC1=O (configuration not stated) | -2.9
C=CCN1CN=C(NS(=O)(=O)c2ccc(NC(C)=O)cc2)NC1 | -3.0
Cc1cccc(-c2nc(NCc3ccc(F)cc3)c3ccccc3n2)c1 | -3.3
CCc1ccc(NC(=O)Cn2c(=O)n(-c3cc(OC)cc(OC)c3)c(=O)c3ccccc32)cc1 | 2.4
CCOC(=O)NC1(NC2CCCCC2)Oc2ccccc2O1 | -4.0
COc1cc2nc(SCC(=O)NC3CCCCC3)n3nc(C)nc3c2cc1OC | -3.8
COC(=O)CCC(=O)Nc1ccc(Cl)c(Cl)c1 | -15.5
CC1CCN(S(=O)(=O)c2ccc3nc(-c4cccnc4)cc(C(=O)NCCCN4CCOCC4)c3c2)CC1 | -0.6
Cc1ccc(NC(=O)C2CCCN2Sc2ccccc2[N+](=O)[O-])c(C)c1 (configuration not stated) | 0.2
COc1ccc(N=C(C)C2=C(O)COC2=O)cc1 | -14.0
CC1CCc2[nH]c3ccccc3c(=O)c2C1 (configuration not stated) | -7.6
Cc1ccc(-c2nnc(-c3ccc(Br)cc3)o2)cc1 | -0.1
CCC(=O)CC1OC(=O)c2c1ccc(OC)c2OC (configuration not stated) | 2.7
Cn1cc(C(=O)NC2CCCC2)c(=O)c2cc(S(=O)(=O)N3CCCC3)ccc21 | -8.5
O=C(Nc1cccc(O)c1)c1cc(C(=O)Nc2cccc(O)c2)cc(N2C(=O)c3ccccc3C2=O)c1 | -1.8
COc1cccc2cc(-c3csc(NC(=O)CCC(=O)N4CCc5ccccc5C4)n3)c(=O)oc12 | -7.3
COC(=O)COc1ccc(S(=O)(=O)NCCC2=CCCCC2)cc1C | -7.6
Cc1cccc2cc(CN(CC3CCCO3)C(=O)c3ccco3)c(=O)[nH]c12 (configuration not stated) | -40.4
CC(=O)NCCc1nc2ccccc2n1Cc1cc(C)ccc1C | 0.1
O=C(O)c1ccc(NC(=O)C2CC(=O)N(Cc3ccc(Cl)cc3)C(=Nc3ccc(F)cc3)S2)cc1 (configuration not stated) | 9.8
COc1ccc(CNC(=O)C2CCCN2C(=O)NC2CCCCC2)cc1 (configuration not stated) | -10.3
CCCCOC(=O)c1ccc(NC(=O)C2CC(=O)N(c3ccccc3)C2)cc1 (configuration not stated) | -7.4
Cc1ccc(Cl)cc1NC(=O)CC(O)(C(F)(F)F)C(F)(F)F | -8.0
CCc1cc(=O)oc2cc(C)cc(OC(=O)c3ccco3)c12 | -12.1
COCCCNC(=O)c1ccc2nc(C)c(C)nc2c1 | -0.1
C=CCn1c(-c2ccc(OC)cc2)csc1=Nc1c(C)n(C)n(-c2ccccc2)c1=O | -0.5
Cc1nn(CCCC(=O)Nc2cc(C(F)(F)F)ccc2Cl)c(C)c1[N+](=O)[O-] | 0.1
Cn1c(C(=O)O)c(CC(=O)Nc2ccc3c(c2)OCCO3)c2ccccc21 | -1.2
C=CCC1C=C(Cc2ccccc2)CC(CC=C)N1 (configuration not stated) | -6.6

A portion of the library, so the mix of outcomes need not match the whole.
